TAAR1 antag: human TAAR1 antagonism; CHO RD-HGA16 TAAR1, Fluo-8 calcium fluorescence, antagonist; inhibition, % at 3 µM; 1.5% of 360,000 active;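 active means inhibition above a per-plate cutoff, the mean inhibition of test compounds on that plate plus 3 SD, cut at about 49% in these data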;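 further: 0% = DMSO plus EC80 beta-PEA response and 100% = DMSO alone without agonist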
Target sequence (Q96RJ0 whole entry, looked up): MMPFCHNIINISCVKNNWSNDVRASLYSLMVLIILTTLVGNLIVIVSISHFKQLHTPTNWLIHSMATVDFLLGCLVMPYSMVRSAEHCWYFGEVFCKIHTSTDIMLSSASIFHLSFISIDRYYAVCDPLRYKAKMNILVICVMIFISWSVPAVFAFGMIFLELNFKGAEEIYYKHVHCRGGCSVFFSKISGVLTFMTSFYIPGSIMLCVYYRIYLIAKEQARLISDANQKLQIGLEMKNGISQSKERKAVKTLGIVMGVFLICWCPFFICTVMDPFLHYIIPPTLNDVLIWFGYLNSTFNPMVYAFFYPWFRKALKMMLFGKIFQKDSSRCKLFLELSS
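Test system: CHO RD-HGA16 cells bearing hTAAR1 | Reagent: β-PEA, EC80 | Compound dosing: 3 µM, single point | Schedule: Dye loading 75 min at 37 °C, then 30 min room temperature | Signal: Calcium fluorescence with Fluo-8 | Evaluation: Percent inhibition of PEA-evoked calcium signal, max/basal emission ratio | Control set: DMSO-only wells and EC80 β-PEA-stimulated wells | Repeats: Singlicate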
CHO parental Ca: counter-screen: ATP calcium response change in parental CHO cells; 0.63% of 330,000 active; AID 463079; inhibition, % at 5.6 µM; parental CHO-K1, ATP-induced calcium, Fluo-8 fluorescence;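 active means inhibition above that plate's mean sample inhibition plus 3 SD, cut at about 26% in these data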;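 further: 0% = ATP-challenged DMSO wells and 100% = DMSO wells without ATP; some compounds past the cut are filed as inactive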
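Material: parental CHO cells / Compound: single nominal dose of 5.6 µM per compound / Signal: Fluo-8 fluorescence / Replicates: singlicate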
CHO-K1 Ca ag: M1 agonist counterscreen hit in parental CHO-K1 cells | Fluo-8 calcium fluorescence; scaled to maximal ATP response, vehicle zero | activation, % at 3 µM | 0.48% of 360,000 active; in the data active means activation above about 15%;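 further: untransfected CHO-K1 host cells lacking M1 receptor as counterscreen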
CHO-K1 Ca PAM: nonselective activator or artifact in parental CHO-K1 calcium assay | ATP EC20, Fluo-8 calcium fluorescence; 0% at ATP EC20, 100% at ATP max | activation, % at 3 µM | 0.02% of 360,000 active | AID 602247;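 active means activation above the run cutoff, the mean activation of all test compounds plus 3 SD, cut at about 40% in these data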;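 further: peak over basal fluorescence ratio in a 140 s read after ATP addition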
TAAR1 ag: human TAAR1 agonism; Q96RJ0; CHO RD-HGA16 TAAR1, Fluo-8 calcium fluorescence; vehicle wells 0%, saturating PEA agonist 100%; 0.99% of 360,000 active; activation, % at 3 µM;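 active means activation above the mean activation of all test compounds in the run plus 3 SD, cut at about 38% in these data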
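Assay system: CHO-derived RD-HGA16 cells with stable Gα16 and human TAAR1; timing: 17-24 h seeding, 75 min 37 °C dye, 30 min RT; read-out: % activation from peak over basal fluorescence ratio, DMSO-to-PEA scaled; measured by: kinetic Fluo-8 calcium fluorescence; benchmarks: low control DMSO, high control PEA (EC100); doses: 3 µM single concentration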
M1 antag: antagonists of human M1 muscarinic receptor. 1.3% of 360,000 active. P11229. inhibition, % at 3 µM. AID 588852. CHO-K1 hM1, Fluo-8 calcium fluorescence, ACh EC80 antagonist;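 active means percent inhibition above its own plate's cutoff, namely the mean of that plate's compound wells plus 3 SD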;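 further: peak over basal fluorescence ratio during 140 s after agonist addition; 0% = ACh EC80 plus DMSO and 100% = DMSO alone without agonist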
Target sequence (P11229 whole entry, looked up): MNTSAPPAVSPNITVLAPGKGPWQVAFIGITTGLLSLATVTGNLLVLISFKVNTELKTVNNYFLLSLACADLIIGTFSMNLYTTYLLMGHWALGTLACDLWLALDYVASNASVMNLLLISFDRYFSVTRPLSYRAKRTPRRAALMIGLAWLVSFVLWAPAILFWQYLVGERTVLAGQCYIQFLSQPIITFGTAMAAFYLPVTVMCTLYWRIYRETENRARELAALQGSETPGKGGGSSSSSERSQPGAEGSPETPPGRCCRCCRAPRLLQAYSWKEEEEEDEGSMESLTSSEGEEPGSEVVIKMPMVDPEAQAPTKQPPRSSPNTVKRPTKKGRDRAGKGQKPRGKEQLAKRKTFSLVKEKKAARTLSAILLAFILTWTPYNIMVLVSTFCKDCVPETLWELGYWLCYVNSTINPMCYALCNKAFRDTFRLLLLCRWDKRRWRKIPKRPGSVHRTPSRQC
CHRM1 agonist: agonists of human M1 muscarinic receptor; CHO-K1 hM1, Fluo-8 calcium fluorescence, agonist mode; 0% DMSO, 100% acetylcholine EC100; activation, % at 3 µM; 0.33% of 360,000 active; AID 588814;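 active means activation above the run's mean compound activation plus 3 SD, cut at about 16% in these data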;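 further: peak over basal fluorescence ratio within a 140 s kinetic read after compound addition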
M1 PAM: human CHRM1 positive allosteric modulation | P11229 | CHO-K1 hM1, Fluo-8 calcium fluorescence, ACh EC20; 0% = ACh EC20, 100% = maximal ACh | activation, % at 3 µM | 0.088% of 360,000 active | AID 588819; in the data active means activation above about 19%, passing the limit was not always enough
CHO-K1 Ca antag: nonselective inhibitor or artifact in parental CHO-K1 cells; ATP-induced calcium, Fluo-8 fluorescence; 0.6% of 360,000 active; inhibition, % at 3 µM;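 active means inhibition above a per-plate cutoff, the plate's mean sample inhibition plus 3 SD, cut at about 24% in these data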;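 further: 0% = DMSO plus EC80 ATP and 100% = DMSO alone without ATP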
* = called active by the depositor; · = no result given.

mol	TAAR1 antag	CHO parental Ca	CHO-K1 Ca ag	CHO-K1 Ca PAM	TAAR1 ag	M1 antag	CHRM1 agonist	M1 PAM	CHO-K1 Ca antag
CCOc1ccc(N(CC(=O)OC)S(=O)(=O)c2ccc3c(c2)n(C)c(=O)c(=O)n3C)cc1	-9	-11	0.1	5	-1	-14	-6	7	5
O=C(NCc1ccc(OC(F)(F)F)cc1)C1CC(c2ccccc2[N+](=O)[O-])=NO1 (stereo not given)	4	-7	0.5	15	9	1	-4	-4	-11
O=C(c1ccccc1)N1CCN(C(=S)NCc2ccco2)CC1	-10	11	1.5	12	1	1	-6	2	-11
COCCn1nnnc1C(c1ccccc1)N1CCN(c2ccccc2)CC1 (stereo not given)	7	-24	0.9	13	1	-8	-3	6	-8
O=C1c2ccccc2C(Nc2ccc(F)c(Cl)c2)N1Cc1ccco1 (stereo not given)	-9	1	1.1	19	4	-3	-8	3	-2
Cc1[nH]c2ccccc2c1C(=O)CN1CCC2(CC1)OCCO2	-4	1	-0.1	4	1	-7	-3	-1	-9
O=C(COc1ccccc1[N+](=O)[O-])N1CCN(S(=O)(=O)c2ccccc2)CC1	-2	-4	2.5	8	0	-10	-3	8	-8
CCOc1ccccc1N1CCN(C(=O)c2c(CC)noc2C)CC1	-14	-21	2.4	15	3	-10	-1	7	-15
Cc1c(/C=N/n2cnnc2)c2ccccc2n1C	-2	8	0.1	-3	0	3	0	4	8
Cc1nn(C(C)C(=O)NCCCN(Cc2ccccc2)C(C)C)c(=O)c2c1sc1ccccc12 (stereo not given)	-26	-25	-0.9	17	-1	4	-6	-4	-20
O=C(COC(=O)/C=C/c1cc(Br)ccc1F)NC1CC1	5	-3	1.5	10	8	-23	3	12	-17
Cc1ccc(C(=O)C(C)OC(=O)C2CC(=O)N(C3CCCCC3)C2)cc1 (stereo not given)	-3	-1	4.8	23	8	-7	-1	11	-2
CC1CCN(C(=O)CSc2nc3c(cnn3-c3ccccc3)c(=O)[nH]2)CC1	-16	-13	0.8	14	1	-6	1	4	-9
Nc1nc(NCCO)nc(NCC2CCCO2)c1[N+](=O)[O-] (stereo not given)	-18	-5	0.2	-6	4	-2	1	7	1
Cn1nnnc1SCC(=O)NC(=O)Cc1ccccc1	2	13	0.2	13	1	-16	-2	3	-3
Cc1ccc2cc(C(c3nnnn3C3CCCC3)N3CCN(c4ccc(F)cc4)CC3)c(=O)[nH]c2c1 (stereo not given)	-3	-26	0.5	15	8	-6	-6	2	-1
O=C(c1ccco1)N1CCN(Cc2cc(=O)c(OCc3cccc(Cl)c3)co2)CC1	10	-13	0.3	16	0	-2	-6	4	-18
COc1ccc(OCC(O)Cn2c(=N)n(Cc3ccccc3)c3ccccc32)cc1 (stereo not given)	-25	-12	1.6	13	12	6	-4	1	-5
O=C(O)c1ccc(Oc2ccc(S(=O)(=O)c3ccc(C(=O)O)c(C(=O)O)c3)cc2)cc1	-3	·	0.6	19	2	-19	1	19	-8
C=C(C)C(=O)Nc1cccc(C2=NOC3(C2)C[C@@H](C(N)=O)N(C(=O)/C=C/CC)C3)c1 (stereo not given in full)	-3	-11	-0.2	-9	-1	7	0	1	-9
COC(=O)c1c(NC(=O)CN(c2ccc(C)c(C)c2)S(C)(=O)=O)sc2c1CCCC2	-4	-33	0.7	19	4	-17	-2	6	-5
CCOC(=O)c1c(=O)n(O)c2ccc(OC)cc2[n+]1[O-]	3	4	2.6	18	12	-8	-1	9	-2
NC(=O)CC1(CC(=O)O)CCCCC1	0	2	0.3	15	5	1	-4	3	-12
Cc1cc(C)c(S(=O)(=O)N2CCOC23CCN(S(C)(=O)=O)CC3)c(C)c1	-20	·	1.5	1	7	-2	1	-1	-2
c1ccc(CCC2CCCCN2Cc2nc(-c3ccc4c(c3)OCO4)no2)nc1 (stereo not given)	-2	-12	7.9	-14	3	35*	-3	-14	2
CCOC(=O)[C@@H]1[C@H]2COc3cc(OC)ccc3[C@H]2N2C(=O)N(c3ccc(C)cc3)C(=O)[C@]12C	8	-15	-0.5	-13	8	-4	-3	11	14
C#CCOc1c(Cl)cc(/C=N/NC(N)=S)cc1OCC	9	-7	-0.6	25	-1	-16	-3	11	-7
CC(C)(C)c1ccc(C(=O)NCC(=O)OCc2ccc([N+](=O)[O-])cc2)cc1	44	28	2.1	3	3	12	-9	-8	13
Cc1ccc(C)c2[nH]c(=O)c(CN(CC3CCCO3)C(=S)NCc3ccco3)cc12 (stereo not given)	-21	-34	1.3	-9	-2	-10	-3	5	-7
Cc1cc(NCc2ccccc2)nc2ccccc12	79*	7	6.7	2	89*	0	5	-7	-4
CCOC(=O)c1cc(C#N)c(N2CCCC2)nc1-c1ccccc1	-5	-16	-0.2	9	0	-29	-6	-2	1
Cc1ccc(S(=O)(=O)C(C)C(=O)c2ccc3c(c2)OCCO3)cc1 (stereo not given)	-22	-5	2.9	6	7	-1	-6	0	-6
CSc1ccc2c(c1)C(N1CCN(C)CC1)Cc1ccc(F)cc1S2 (stereo not given)	0	2	1.1	9	11	69*	-7	-27	1
CN1CCN(c2nc(-c3ccccc3O)nc3ccccc23)CC1	5	-8	1.3	-3	3	-18	-3	16	-4
O=C(CN(C1CCCCC1)S(=O)(=O)c1ccc(Cl)cc1)NCc1cccnc1	9	-26	2.7	18	9	-9	-5	7	-7
CCOC(=O)c1c(C)n(C)c2ccc(OCC(O)CN3CCN(C)CC3)cc12 (stereo not given)	-6	-14	-0.5	-10	-2	-6	-8	3	21
CC(C)(C)C(=O)Oc1ccc2cc(-c3ccc4ccccc4n3)c(=O)oc2c1	-8	-1	0.7	17	1	7	-3	-4	-3
CCN(C(=O)Cn1nc(C)c([N+](=O)[O-])c1C)c1c(N)n(Cc2ccccc2)c(=O)[nH]c1=O	13	-7	1.3	0	1	7	-3	-3	1
CCc1ccc(NC(=O)C(=O)NCCN2CCN(C(=O)c3ccco3)CC2)cc1	-2	-31	0.5	15	-3	-14	-4	7	-16
O=C(O)c1ccc2c(c1)C1C=CCC1C(c1ccncc1)N2 (stereo not given)	-16	-6	0.6	30	4	-4	-2	4	-28

Entries of single compounds as entered above:
Listed for `O=C(O)c1ccc(Oc2ccc(S(=O)(=O)c3ccc(C(=O)O)c(C(=O)O)c3)cc2)cc1` → TAAR1 antag = -3; CHO parental Ca = ·; CHO-K1 Ca ag = 0.6; CHO-K1 Ca PAM = 19; TAAR1 ag = 2; M1 antag = -19; CHRM1 agonist = 1; M1 PAM = 19; CHO-K1 Ca antag = -8
Listed for `Cc1cc(NCc2ccccc2)nc2ccccc12` → TAAR1 antag = 79*; CHO parental Ca = 7; CHO-K1 Ca ag = 6.7; CHO-K1 Ca PAM = 2; TAAR1 ag = 89*; M1 antag = 0; CHRM1 agonist = 5; M1 PAM = -7; CHO-K1 Ca antag = -4

Continuation:
mol	TAAR1 antag	CHO parental Ca	CHO-K1 Ca ag	CHO-K1 Ca PAM	TAAR1 ag	M1 antag	CHRM1 agonist	M1 PAM	CHO-K1 Ca antag
CCOc1ccc(NC(=O)CN2CCN(CC(=O)c3ccc(OCC)cc3)CC2)cc1	-12	·	0.0	12	-2	3	-5	4	-4
COC(=O)c1ccccc1Sc1c(/C=N/OC(=O)c2ccccc2)c(C(F)(F)F)nn1C	16	-6	0.1	9	2	19	-1	-6	5
CCOc1ccc(C(=O)NNC(=O)CNC(=O)c2ccc(C)s2)cc1OC	-18	-21	0.2	13	12	-7	0	4	-8
COc1ccc(C(=O)CN2C(=O)c3ccccc3S2(=O)=O)cc1	4	2	1.3	11	1	-6	-4	1	-11
COC(=O)Cn1ncn2cccc2c1=O	-9	5	0.1	18	4	-1	-2	6	-5
CSc1nnc2c3c4c(sc3c(=O)n(-c3ccccc3)n12)CC(C)(C)OC4	-11	-3	0.1	9	16	-6	-5	7	-9
Cc1ccc(C2(CCNCc3ccco3)CCOC(C(C)C)C2)cc1 (stereo not given)	-28	-19	1.4	0	1	7	-2	-2	-10
CC(=O)c1cccc(NS(=O)(=O)c2c(C)n[nH]c2C)c1	5	-10	-0.3	13	11	-8	-5	2	-8
COc1ccc(-n2c(=O)cc(N3CCN(Cc4ccccc4)CC3)[nH]c2=O)cc1	6	-9	0.3	13	0	-10	-3	7	-7
O=C(NCCCN1CCOCC1)c1ccc2c(=O)n(-c3ccc(F)c(Cl)c3)c(=S)[nH]c2c1	-20	-8	0.0	-7	2	-10	-12	7	6
Cc1cccc(NC(=O)CSCC(=O)Nc2cc(Cl)ccc2N2CCN(C)CC2)c1	-16	-18	3.7	0	9	-1	-3	-2	-5
Cc1ccc(C(=O)N2CCN(c3ncnc4c(C)csc34)CC2)cc1	3	-11	7.3	15	3	-4	1	4	-5
N#CCC(=O)Nc1ccc(C(=O)OCC(=O)NNC(=O)c2ccc(Cl)cc2)cc1	7	-4	1.5	17	2	12	-4	-3	1
CCn1c(SCc2nc3ccccc3c(=O)[nH]2)nc2ccccc21	3	-17	2.2	-9	9	3	0	0	-10
Cn1c(N)c(C(=O)COC(=O)c2cc(S(=O)(=O)NCc3ccccc3)ccc2O)c(=O)n(C)c1=O	23	·	4.4	20	5	0	-6	0	-14
COc1cc(S(=O)(=O)NC2CC(C)(C)NC(C)(C)C2)c(OC)cc1Cl	-3	-4	0.7	12	0	-5	-7	-3	-2
